# High-throughput results: PubChem BioAssay, National Center for Advancing Translational Sciences (NCATS)
# ALDH1A1 inh = qHTS Assay for Inhibitors of Aldehyde Dehydrogenase 1 (ALDH1A1). Aldehyde dehydrogenase 1A1 (Homo sapiens), P00352. Purified ALDH1A1, NADH fluorescence, propionaldehyde substrate. hit rate 7.3% among 220,000. Potency, µM (doses to about 75.3 µM), for inactives: at the top dose activity, negative = inhibition, actives largely listed as inhibitors. AID 1030, 2008; active means well fitted inhibition curve with a large enough effect, not every such curve was filed as active; inconclusive means small, poorly fitted or top-dose-only effect, or another doubt; inactive means no such curve, though single readings can be large or run the other way;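 further: plate controls were no enzyme wells and a reference inhibitor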
# Target sequence (P00352 whole entry, looked up): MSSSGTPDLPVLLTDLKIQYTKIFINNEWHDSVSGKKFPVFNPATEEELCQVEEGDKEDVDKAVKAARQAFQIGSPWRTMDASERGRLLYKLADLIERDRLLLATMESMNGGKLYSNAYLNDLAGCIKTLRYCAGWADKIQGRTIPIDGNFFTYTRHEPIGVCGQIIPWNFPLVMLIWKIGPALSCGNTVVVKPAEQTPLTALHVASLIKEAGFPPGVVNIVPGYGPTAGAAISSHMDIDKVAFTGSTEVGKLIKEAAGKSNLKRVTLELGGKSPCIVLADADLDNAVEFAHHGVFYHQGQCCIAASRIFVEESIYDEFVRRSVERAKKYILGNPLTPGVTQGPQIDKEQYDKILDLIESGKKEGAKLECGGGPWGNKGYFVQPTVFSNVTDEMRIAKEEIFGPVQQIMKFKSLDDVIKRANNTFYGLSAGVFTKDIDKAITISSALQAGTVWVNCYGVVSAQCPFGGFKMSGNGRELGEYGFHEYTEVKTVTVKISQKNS
# Tau fluor counter = Counterscreen qHTS for Inhibitors of Tau Fibril Formation, Fluorescence Polarization | tau K18 P301L Alexa594 fluorescence, heparin fibrillization | Potency, µM (top dose mostly 57.7 µM), inactives show top-dose activity change, negative = decrease | hit rate 0.93% among 280,000 | AID 1463, 2008; further: on the % scale 0 is the no-effect control and ±100 the full control effect; nearly all actives have a fitted effect of over 55% in size
#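 Human tau K18 P301L (15 uM unlabeled, 0.24 uM Alexa 594-labeled) in 100 mM sodium acetate pH 7 with 20 uM heparin, 6 hr at 37 C. ThT 30 uM added, 1 hr ambient; Alexa 594 FP and total fluorescence read at 555/632 nm.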
# Epigenetic derep = Quantitative High-Throughput Screen for Regulators of Epigenetic Control. murine LDR cells, GFP reporter derepression, 30 h. Potency, µM (highest dose often 53.9 µM), for the others: top-dose GFP activation, hits mostly activators. hit rate 0.2% among 280,000; further: % of control where 0% means no effect; nearly all actives have a fitted effect of over 60% in size
#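 In this reporter-derepression format, murine cells bearing a silenced integrated CMV-GFP locus incubate with test compound (30 h, 37 C), then are washed and imaged; fluorescent objects of 20–120 um count as induced cells.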
# GAA inhib = qHTS Assay for Inhibitors of Human alpha-Glucosidase as a Potential Chaperone Treatment of Pompe Disease. Potency, µM (top dose mostly 76.9 µM), for inactives: at the highest dose activity change, negative = inhibition, actives largely listed as inhibitors. purified human GAA, 4-MU-alpha-glucoside fluorescence. Lysosomal alpha-glucosidase (Homo sapiens), P10253. hit rate 0.005% among 200,000;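 further: plate controls were uninhibited enzyme wells for no effect and no-enzyme background for full effect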
#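 Endpoint fluorogenic read: 20 min room-temperature reaction of 4 nM human alpha-glucosidase with 400 uM 4-methylumbelliferyl-alpha-D-pyranoside, pH 5.0, quenched with 1M NaOH/1M glycine pH 10. AC50 from Hill modeling.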
# GAA glycogen = qHTS Assay for Inhibitors and Activators of Human alpha-Glucosidase Cleavage of Glycogen. hit rate 0.38% among 300,000. Lysosomal alpha-glucosidase (Homo sapiens), P10253. AID 2100, 2009. recombinant GAA, glycogen substrate, Amplex Red glucose oxidase fluorescence. Potency, µM (titrated, usually from 76.4 µM), for inactives: top-dose activity change, negative = inhibition, hits mostly inhibitors;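 further: 0% = full enzyme reaction and -100% = no-enzyme basal signal; the screen sought inhibitors and activators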
#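 Recombinant enzyme (4 nM final) with compounds titrated up to 77 uM and bovine liver glycogen (30 ug) in citrate pH 5.0, 0.01% Tween-20, 37 C 40 min. Released glucose detected by Amplex Red/glucose oxidase (Ex 573/Em 610); AC50 from Hill fits.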
# aGal spleen mod = qHTS Assay for Inhibitors and Activators of Human alpha-Galactosidase From Spleen Homogenate. Alpha-galactosidase A (Homo sapiens), P06280. human spleen homogenate, 4MU-alpha-Gal fluorescence, 40 min. Potency, µM (series often up to 80 µM), without a hit: top-dose activity change, negative = inhibition, usual class: inhibitors. hit rate 0.008% among 240,000. AID 2107, 2009;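 further: 0% = enzyme with vehicle and -100% = no enzyme basal signal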
#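 qHTS titration in buffer at pH 5.0. Alpha-galactosidase activity in spleen homogenate was measured via 4-methylumbelliferone release from 1 mM fluorogenic substrate after 40 min at 37C and a pH 10 stop. AC50 came from Hill fits of control-normalized data.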
# NPSR antag = qHTS Assay for Antagonists of the Neuropeptide S Receptor: cAMP Signal Transduction; Potency, µM (highest dose often 38.3 µM), inactives show at the highest dose activity change, negative = inhibition, hits mostly inhibitors; CHO-NPSR cells, cAMP TR-FRET, antagonist mode; hit rate 1% among 220,000; Q6W5P4; AID 1461, 2008; further: on the % scale 0 is the no-effect control and ±100 the full control effect; nearly all actives have a fitted effect of over 50% in size; many of its hits are not listed in these tables
# Target sequence (Q6W5P4 whole entry, looked up): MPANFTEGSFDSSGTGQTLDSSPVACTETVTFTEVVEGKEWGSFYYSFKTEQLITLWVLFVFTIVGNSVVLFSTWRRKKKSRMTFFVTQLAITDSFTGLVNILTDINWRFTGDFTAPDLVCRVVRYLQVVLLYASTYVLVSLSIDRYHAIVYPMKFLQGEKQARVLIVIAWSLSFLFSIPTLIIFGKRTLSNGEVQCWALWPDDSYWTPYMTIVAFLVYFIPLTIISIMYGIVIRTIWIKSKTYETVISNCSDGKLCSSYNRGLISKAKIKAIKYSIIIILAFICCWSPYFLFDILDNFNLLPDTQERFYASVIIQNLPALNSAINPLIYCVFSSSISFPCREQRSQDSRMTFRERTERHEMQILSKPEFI
# GAA spleen mod = qHTS Assay for Inhibitors and Activators of Human alpha-Glucosidase From Spleen Homogenate | hit rate 0.006% among 240,000 | human spleen homogenate, 4-MU-alpha-glucoside fluorescence | AID 2112, 2009 | Potency, µM (top dose mostly 79.9 µM), without a hit: at the highest dose activity change, negative = inhibition, usual class: inhibitors;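 further: 0% = enzyme with vehicle and -100% = no enzyme basal signal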
#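 Human spleen homogenate (1 ug) with 4-methylumbelliferyl-alpha-D-glucopyranoside (1 mM final) in 50 mM citrate/phosphate pH 5.0, 0.01% Tween-20; 40 min at 37 C. Stopped at pH 10; 4-MU fluorescence Ex 365/Em 440 nm; AC50 by Hill fit.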
# An asterisk follows results filed as active; ? = inconclusive; nt = no result given; [ ] = another dose, or the depositor's remark. Unless noted, the call rests on the fitted dose curve; in most records, active means well fitted curve in the direction sought with a large enough effect; inconclusive means small, poorly fitted or top-dose-only effect, or another doubt; inactive means no such curve, though single readings can be large; an effect the other way counts as inactive or inconclusive. Potency means the concentration at half of the fitted maximal effect. These rows are one share of the data (hit frequency here may not be typical).
SMILES,ALDH1A1 inh,Tau fluor counter,Epigenetic derep,GAA inhib,GAA glycogen,aGal spleen mod,NPSR antag,GAA spleen mod
COc1ccc(NC(=O)CN(c2ccc([N+](=O)[O-])cc2)S(=O)(=O)c2ccccc2)cc1,-2%,-2%,0.0%,1%,-4%,-10%,-14%,10%
COCCNC(=O)C1CCCN(c2nn3c(=O)cc(C)nc3s2)C1 (stereo unspecified),6%,1%,1.5%,-3%,7%,4%,-1%[46.1 µM],-2%
Cn1nnnc1SCCNCc1ccccc1OCc1ccccc1Cl,?,-4%,-0.4%,-1%,13%,-9%,-23%,-9%
O=C(COc1ncnc2ccccc12)Nc1ccccc1[N+](=O)[O-],?,-7%,3.4%,-5%,4%,-21%,-5%,-5%
Cc1nn(C)cc1CNC(=O)CCC(=O)O,4%,-1%,0.0%,2%,-2%,4%,6%[46.1 µM],-13%
O=C(Nc1ccc(Cl)cc1)c1cccs1,5%,-12%,-0.7%,1%,5%,4%,18%[46.1 µM],-4%
NC(=O)c1oc2ccccc2c1NC(=O)C1COc2ccccc2O1 (stereo unspecified),17%,-1%,2.4%,9%,11%,3%,-17%,4%
COc1ccc2nc(C)c(C(N)=O)cc2c1,-12%,-7%,-2.8%,-1%,2%,-2%,-2%,0%
Cc1ccc(Cn2c(=O)n(Cc3ccco3)c(=O)c3ccccc32)cc1,-6%,9%,3.0%,1%,-7%,8%,-9%[46.1 µM],2%
CCCN(CC(=O)Nc1ccc(F)c(F)c1F)CC(=O)Nc1c(Cl)cccc1Cl,-6%,-18%,-0.9%,-2%,7%,-2%,-22%[46.1 µM],-6%
CC1=C(C)CC(C(=O)Nc2nc(-c3ccc(C)cc3C)c(C)s2)C(C(=O)O)C1 (stereo unspecified),-2%,-13%,-1.0%,?,-6%,-7%,-1%,-3%
COc1ccc(C(=O)NCCc2cc3c(OC)ccc(OC)c3[nH]c2=O)cc1OC,?,-3%,-6.2%,5%,2%,-1%,14%,4%
CCN(CC)C1CCN(C(=O)CCc2nnc(CCc3ccccc3)o2)C1 (stereo unspecified),0%,-3%,-0.7%,0%,0%,5%,-25%,-1%
COc1ccc(C(=O)c2ccccc2)cc1Br,-15%,-19%,-0.9%,-2%,-1%,4%,-4%[46.1 µM],2%
CCCOc1ccccc1Nc1nnc(C)c(=O)[nH]1,6%,0%,-1.0%,-1%,7%,0%,-6%[46.1 µM],-6%
CC(C)(C)NC(=O)N1CCCC(C(=O)c2cccc(Cl)c2)C1 (stereo unspecified),1%,-15%,1.1%,-28%,9%,-1%,12%,-4%
Cc1cccc(NC(=O)c2cc(NC(=O)c3ccccc3)ccc2N2CCCCC2)c1,?,-17%,-8.8%,1%,16%,-9%,-8%[46.1 µM],3%
Nc1ccc(-c2nc3ccc(N)cc3s2)cc1,nt,?,0.0%,nt,-19%,?,-34%,?
O=C(NCc1ccco1)C1CCCN(S(=O)(=O)c2ccc(-n3cnnn3)cc2)C1 (stereo unspecified),25µM*,-12%,-0.7%,?,-9%,6%,9%[46.1 µM],1%
CCC(=O)NC(=S)Nc1ccc(N2CCN(C(=O)c3ccc(Cl)cc3)CC2)cc1,?,8%,8.2%,-4%,-20%,-6%,-8%,-2%
CCOC(=O)c1[nH]c2cc3c(cc2c1NC(=O)CN1CCC2(CC1)OCCO2)OCO3,?,-8%,2.7%,9%,-2%,8%,?,-6%
Cc1cccn2cc(CNS(=O)(=O)c3cccc(F)c3)nc12,-16%,-2%,-1.0%,-3%,1%,-1%,-14%[46.1 µM],-5%
C=CCNC(=O)c1ccc(C)c(Br)c1,-1%,10%,0.0%,-3%,6%,5%,6%[46.1 µM],-3%
COC(=O)C1=C(C)NC(=O)/C1=C\c1ccco1,-6%,-17%,-0.9%,3%,2%,2%,-6%[46.1 µM],-5%
N#Cc1c(-c2ccco2)nc(SCc2ccc(F)cc2)[nH]c1=O,0%,2%,0.0%,-3%,3%,1%,7.9µM*,-4%
CCOc1ccc(-n2c(SCc3cc(=O)oc4cc(C)ccc34)nnc2-c2cccnc2)cc1,-10%,-4%,0.0%,?,15%,0%,0%,-8%
CSCCC(NC(=O)c1ccc(C)o1)C(=O)O (stereo unspecified),16µM*,0%,-4.8%,-1%,7%,1%,?,3%
Cc1cccc(OCCN2C(=O)C(=O)c3cccc(C)c32)c1,0.16µM*,10%,0.0%,1%,10%,-1%,5%,-8%
CCOc1ccc(CN(C)CC(=O)Nc2ccc([N+](=O)[O-])cc2Cl)cc1,-14%,-24%,0.0%,-5%,-8%,6%,-19%,2%
CCC(CC)NC(=O)COC(=O)c1cc(Br)ccc1Cl,4%,2%,-1.1%,-14%,7%,0%,14%,-5%
COC(=O)CC1C(=O)NCCN1C(=S)Nc1ccccc1 (stereo unspecified),-8%,-6%,-1.8%,5%,-9%,1%,12%,-2%
COc1ccc(NC(=S)NC23CN4CN(CN(C4)C2)C3)c(OC)c1,5%,-6%,3.8%,-2%,-22%,12%,7%,4%
O=C(c1ccco1)N1CCN(c2ncnc3c2cnn3-c2ccccc2)CC1,?,-15%,2.9%,3%,-2%,15%,-20%[46.1 µM],-9%
CCCC[C@@H]1C[C@H]1C(NS(=O)(=O)c1cccc2cccnc12)c1ccc(-c2ccccc2)cc1 (stereo partly specified),-4%,-20%,4.8%,nt,nt,2%,nt,-1%
COc1cc(/C=C/C(=O)OCC(=O)Nc2cc(S(=O)(=O)N(C)C)ccc2Cl)ccc1O,nt,-2%,5.9%,nt,-12%,15%,-3%,-4%
CC(=O)N1CCN(C(=S)Nc2ccc(Oc3ccccc3)cc2)CC1,-2%,-11%,1.3%,3%,2%,-19%,4%,3%
CCN(CC)CCCn1c(C)cc2c(c1=O)C(c1cccc(Cl)c1)C(C#N)=C(N)O2 (stereo unspecified),11%,9%,-1.1%,-5%[15.4 µM],5%,5%,3%[46.1 µM],9%
COc1ccc(C)cc1NC(=O)CN1CCN(c2ccc(F)cc2)CC1,?,-21%,-1.2%,-8%,-3%,-3%,?,-8%
O=C(NC(=S)NCc1cccnc1)c1ccc([N+](=O)[O-])cc1,-5%,-9%,-2.8%,-2%,-7%,0%,-2%,1%
Cc1nnc(N/N=C/c2ccc(-c3ccccc3F)o2)n1N,-1%,?,-0.2%,-3%,?,-20%,-15%,-12%
CCC(=O)OCCNc1cc(SCCC(=O)OC)c2nonc2c1[N+](=O)[O-],?,?,0.0%,-14%,1%,0%,-4%[46.1 µM],-2%
O=C(O)c1cc(/C=C/C(=O)c2cc(F)ccc2O)c2c(c1)COCO2,nt,-12%,-1.4%,nt,4%,4%,-32%,7%
CCOC(=O)c1ccc(NC(=O)CC2SC3=NCCN3C2=O)cc1 (stereo unspecified),nt,-9%,1.1%,nt,6%,3%,-3%,1%
CCn1c(=O)cc(SCC(=O)N2CCN(Cc3ccc4c(c3)OCO4)CC2)c2ccccc21,?,-9%,-1.1%,-6%,2%,-7%,-28%[46.1 µM],-13%
C=CCN1C(=O)/C(=C2/Sc3ccc(OC)cc3N2C)SC1=Nc1ccccc1,-3%,-20%,?,12%,5%,-9%,21%,-1%
CC(C)OCCCNC(=O)Cn1ncc2c(=O)oc3ccccc3c21,6%,-8%,0.0%,?,2%,-3%,-16%[46.1 µM],-5%
CNc1ncnc2ccc(-c3cccc(NS(C)(=O)=O)c3)cc12,-7%,-19%,-1.4%,nt,nt,8%,nt,-1%
COc1cc(NC(=O)CN2CC(c3ccccc3)CC2=O)cc(OC)c1 (stereo unspecified),7%,-7%,-1.0%,0%,-2%,1%,-14%[46.1 µM],-5%
Cc1nc(C(C)N(C)Cc2c(C(=O)N3CCCCC3)nc3c(C)cccn23)c(C)s1 (stereo unspecified),11%,-5%,9.7%,-6%,0%,0%,-6%,-5%
Nc1nccc(/C=C/c2c(F)cccc2Cl)n1,?,0%,1.1%,-7%,-14%,2%,7%,5%
O=C(Nc1cccc(Cl)c1)Nc1ccc2c(c1)C(=O)OC2,15%,-10%,-1.0%,3%,-3%,-14%,6%,-5%
CCOC(=O)NC(=S)c1ccc[nH]1,-4%,5%,4.8%,6%,6%,0%,7%,3%
CCCCC(=O)NNC(=S)NC(=O)c1ccc(C)cc1,25µM*,2%,-0.7%,?,-29%,2%,-8%,-12%
COc1ccccc1C(=O)C1CCCN(C(=O)c2ccccn2)C1 (stereo unspecified),8%,1%,-1.0%,-2%,5%,-3%,-4%,-9%
CCCN1C[C@H](CSC)C[C@H]2c3cccc4[nH]cc(c34)C[C@@H]21,-2%[20.9 µM],nt,1.1%[16.9 µM],nt,nt,0%[29.1 µM],nt,-10%[29.1 µM]
O=C(Nc1ccc2nc(-c3ccccc3)[nH]c2c1)c1cccs1,-8%,?,0.1%,-3%,3%,-3%,-14%[46.1 µM],-4%
Cc1ccc(Nc2nc3nonc3[nH]c2=O)cc1C,-5%,-12%,-1.0%,4%,5%,-10%,-1%[46.1 µM],1%
O=C(NCCCn1ccnc1)c1ccc2c(c1)OCCO2,3%,9%,4.9%,-6%,-12%,2%,0%[46.1 µM],-2%

# Entries of single compounds as entered above. Order of screens: ALDH1A1 inh	Tau fluor counter	Epigenetic derep	GAA inhib	GAA glycogen	aGal spleen mod	NPSR antag	GAA spleen mod
# `CCOc1ccc(-n2c(SCc3cc(=O)oc4cc(C)ccc34)nnc2-c2cccnc2)cc1` as listed: -10%	-4%	0.0%	?	15%	0%	0%	-8%
# `CCCOc1ccccc1Nc1nnc(C)c(=O)[nH]1` as listed: 6%	0%	-1.0%	-1%	7%	0%	-6%[46.1 µM]	-6%
